High-throughput results as filed in PubChem.
HT1080NT lethal – kills 2HG-producing HT-1080-NT fibrosarcoma cells; HT-1080-NT fibrosarcoma viability, CellTiter-Glo ATP luminescence, 48 h; Potency, µM (highest dose often 46.1 µM), for inactives: top-dose activity, negative = less viability, most hits filed as cytotoxic; 360,000 compounds, 1.6% hits; AID 686970;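 also: NT is the 2HG producing partner of a matched IDH1 knockdown line; potency is read from the fitted curve at half-maximal effect; 0% = DMSO-treated cells and -100% = media-only wells without cells; nearly all actives have a fitted effect of over 55% in size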
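HT-1080-NT fibrosarcoma cells (2HG-overproducing), 750 cells/well in RPMI with 5% FBS, dosed after 2 h and incubated 48 h at 37C. CellTiter-Glo luminescence normalized to DMSO and no-cell wells; concentration-response curves fitted and classed.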
HT1080 IDH1KD tx – kills HT-1080 cells with IDH1 knockdown. HT-1080 IDH1 knockdown viability, ATP luminescence, 48 h. Potency, µM (titrated, usually from 46.1 µM), without a hit: at the highest dose activity, negative = toxicity, usual class: cytotoxic. 360,000 compounds, 2% hits;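 also: potency is read from the fitted curve at half-maximal effect; 0% = DMSO wells and -100% = cell-free medium wells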
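% activity derives from luminescence (CellTiter-Glo), normalised to DMSO and no-cell wells. HT-1080-IDH1KD cells, 750/well, had 48 h compound exposure at 37 °C.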
D3 ag – activates the human D3 dopamine receptor; P35462; D3R DiscoveRx beta-arrestin cells, luminescence, 90 min; max activation, %; 410,000 compounds, 0.58% hits; AID 652048; in the data active = max activation above about 30%; also: 0% is about no effect; mostly tested at two doses, the higher about 12 µM
Target sequence (P35462 whole entry, looked up): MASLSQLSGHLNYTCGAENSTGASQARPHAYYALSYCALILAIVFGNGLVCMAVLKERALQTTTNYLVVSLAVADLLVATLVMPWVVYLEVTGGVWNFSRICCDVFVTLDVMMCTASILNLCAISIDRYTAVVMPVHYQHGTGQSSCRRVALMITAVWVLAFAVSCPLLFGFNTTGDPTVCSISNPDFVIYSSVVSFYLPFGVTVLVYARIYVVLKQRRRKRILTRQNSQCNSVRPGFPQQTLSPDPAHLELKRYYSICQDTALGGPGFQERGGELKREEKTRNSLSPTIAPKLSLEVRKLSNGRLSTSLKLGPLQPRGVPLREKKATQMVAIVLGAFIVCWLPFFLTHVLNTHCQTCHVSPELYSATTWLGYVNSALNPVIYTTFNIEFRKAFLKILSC
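Agonist mode: compounds and dopamine controls were applied to plated cells for 90 min at 37 degrees C after an overnight attachment at 1500 cells/well. Luminescent read-out followed 30 - 60 minutes at room temperature with DiscoveRx detection reagent.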
D3 antag – blocks the human D3 dopamine receptor | AID 652054 | max response, negative = inhibition, % | 360,000 compounds, 2.5% hits | D3R cells, DiscoveRx beta-arrestin luminescence, antagonist mode; stronger effect = lower value; in the data active = max response below about -50%; inconclusive = no clear call, values can overlap the other calls; also: % is scaled to controls: 0 for no effect and ±100 for the full control effect; mostly tested at two doses, the higher about 12 µM
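Cells plated overnight at 1500 cells/well, then exposed to library compounds with dopamine controls for 90 minutes at 37 degrees C. DiscoveRx reagent added for 30–60 minutes at room temperature; luminescence read, quantitative HTS format.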
KB-V1 cytotox – KB-V1 MDR subline cytotoxicity; KB-V1 MDR cells viability, CellTiter-Glo, 72 h; AID 1347076; 400,000 compounds, 3.4% hits; Potency, µM (series often up to 46.1 µM), for inactives: at the top dose activity change, negative = cytotoxicity, actives largely listed as cytotoxic; also: potency is read from the fitted curve at half-maximal effect; % is scaled to controls: 0 for no effect and ±100 for the full control effect; nearly all actives have a fitted effect of over 60% in size
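Drug-selected KB-V1 cells, grown in DMEM lacking phenol red with 10% FBS, receive compound titrations; after three days at 37 degrees C, surviving cell ATP is quantified by CellTiter-Glo luminescence and responses normalized and curve-fitted.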
GLP1R ag – GLP-1 receptor (human) agonism. 380,000 compounds, 0.007% hits. HEK293 GLP-1R CRE-luciferase, luminescence, 4-6 h; cells express a hypersensitive GLP-1R form. P43220. AID 624172. Potency, µM (series often up to 45.6 µM), inactives show at the highest dose activation, actives largely listed as activators; also: potency is read from the fitted curve at half-maximal effect; % of control where 0% means no effect
Target sequence (P43220 whole entry, looked up): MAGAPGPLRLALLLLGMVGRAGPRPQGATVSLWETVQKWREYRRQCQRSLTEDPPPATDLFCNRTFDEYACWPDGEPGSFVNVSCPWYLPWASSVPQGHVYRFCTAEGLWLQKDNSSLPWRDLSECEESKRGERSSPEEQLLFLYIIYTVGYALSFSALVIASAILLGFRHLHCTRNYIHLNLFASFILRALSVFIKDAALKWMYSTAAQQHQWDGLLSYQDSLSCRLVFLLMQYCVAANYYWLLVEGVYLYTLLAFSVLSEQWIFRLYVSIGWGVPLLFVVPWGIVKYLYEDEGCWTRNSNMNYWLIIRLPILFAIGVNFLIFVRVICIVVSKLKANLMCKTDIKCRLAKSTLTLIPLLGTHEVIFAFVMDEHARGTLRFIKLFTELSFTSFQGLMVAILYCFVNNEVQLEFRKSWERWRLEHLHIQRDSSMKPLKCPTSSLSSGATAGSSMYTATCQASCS
SW480 rereplic – induces DNA re-replication in SW480 colon adenocarcinoma cells | 340,000 compounds, 1.8% hits | SW480 DNA re-replication, Hoechst DNA content imaging, 48 h | AID 624297 | Potency, µM (top dose mostly 46.1 µM), for inactives: top-dose re-replication activation, hits mostly activators; also: potency is read from the fitted curve at half-maximal effect; % of control where 0% means no effect; nearly all actives have a fitted effect of over 55% in size
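Readout is total intensity of Hoechst-stained nuclei, excited at 405 nm and collected at 500-530 nm. Compound treatment lasted 48 hr at 37 C in 5% CO2 before staining.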
KB-3-1 cytotox – KB-3-1 parental cell cytotoxicity; 400,000 compounds, 1.4% hits; KB-3-1 viability, CellTiter-Glo ATP luminescence, 72 h; Potency, µM (titrated, usually from 46.1 µM), without a hit: at the top dose activity change, negative = cytotoxic, usual class: cytotoxic; also: potency is read from the fitted curve at half-maximal effect; % is scaled to controls: 0 for no effect and ±100 for the full control effect; nearly all actives have a fitted effect of over 60% in size
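Parental KB-3-1 adenocarcinoma cells in phenol-red-free DMEM with 10% FBS were pin-treated with compounds at several concentrations, incubated 72 h at 37 °C, and viability read by CellTiter-Glo luminescence; concentration-effect curves were fitted after normalization.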
IL1B secr inh – blocks inflammasome-driven IL-1 beta release. AID 743279. THP-1 LPS/ATP IL-1B secretion, AlphaLISA, 16 h; stronger effect = lower value. activity change, % at 57.5 µM. 360,000 compounds, 4.7% hits; in the data active = activity change below about -50%; inconclusive = mostly about -30% to -49%; also: % is scaled to controls: 0 for no effect and ±100 for the full control effect
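Secreted IL-1B measured by AlphaLISA bead assay after 16 h compound exposure of THP-1 cells; compounds (final up to 57.5 uM) added 1 h before LPS (250 ng/mL) and ATP (1.25 mM) stimulation; lower signal means less secretion.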
The depositor's hits bear a star; ? = inconclusive; · = not tested or not shown; & = joins results of further samples; [ ] = another dose, or the depositor's remark. Unless noted, calls follow the shape of the dose curve; as a rule, active = well fitted curve in the direction sought with a large enough effect; inconclusive = small, poorly fitted or top-dose-only effect, or another doubt; inactive = no such curve, though single readings can be large; an effect the other way counts as inactive or inconclusive.

SMILES	HT1080NT lethal	HT1080 IDH1KD tx	D3 ag	D3 antag	KB-V1 cytotox	GLP1R ag	SW480 rereplic	KB-3-1 cytotox	IL1B secr inh
Cc1ccc(C(CC(=O)c2ccc(Cl)cc2)C(=O)O)cc1 (configuration not stated)	2.9%	14.1%	18.7	13.2	10.5%	5.3%	-14.5%	14.9%	44.1
C=CCNC(=S)Nc1cccc(NC(=S)NCC=C)c1	10.8%	-1.7%	-2.2	14.0	-27.4%	-3.1%	-5.2%	-10.7%	-3.1
COCCNC(=O)c1c(NC(=O)c2nc(SC)ncc2Cl)sc2c1CCCC2	12.6%	0.0%	-2.9	9.8	8.8%	-0.9%	12.3%	-15.2%	12.2
CCC1(C)COC(C)(CC(=O)NNC(=O)Nc2ccccc2)OC1 (configuration not stated)	13.6%	20.0%	-10.8	-1.6	-7.0%	0.4%	0.6%	4.6%	-9.2
COc1ccccc1NS(=O)(=O)c1cc(NC(=O)CN2C(=O)NC3(CCCCC3)C2=O)ccc1C	4.8%[9.24 µM]	-2.6%	11.7	5.8	?	0.1%	?	2.2%	-5.2
CC12CCCCC1C(C(N)=O)C(=O)O2 (configuration not stated)	-2.4%	2.9%	2.0	4.9	-4.3%	-4.6%	1.5%	12.0%	32.2
COC(=O)c1ccc(CSc2nc3cc(Cl)ccc3o2)cc1	14.7%	11.1%	27.9	11.5	11.0%	-3.8%	3.6%	0.0%	22.0
Cn1c(=O)c2cc(NC(=O)NCCc3ccccc3)ccc2n1Cc1cccc(C(F)(F)F)c1	?	?	5.0	37.6	0.5%	9.0%	·	-1.5%	-10.4
Cc1cccc(C(=O)N2CCN(c3ccc([N+](=O)[O-])c(NCc4ccco4)c3)CC2)c1	-8.2%	-3.5%	-0.2	-7.5	-5.3%	4.5%	1.4%	-1.2%	-7.6
O=C(Nc1cccc(Cl)c1)c1nc[nH]c1C(=O)NCCCNC(=O)c1[nH]cnc1C(=O)Nc1cccc(Cl)c1	7.8%	10.1%	22.1	35.8	17.1%	-4.5%	-11.5%	7.8%	20.8
O=[N+]([O-])c1c(Nc2ccccc2O)cc(N2CCOCC2)c2nonc12	-18.0%	?	-6.0	-12.5	?	28.1%	0.3%	-5.4%	-10.5
O=C(CN1C(=O)COc2ccc(S(=O)(=O)N3CCOCC3)cc21)Nc1cccc(Cl)c1	3.4%	1.1%	-3.0	?	-2.4%	4.5%	-2.5%	-5.5%	-12.6
CN(C(=O)CSc1nc2ccc(Cl)cc2[nH]1)C1CCS(=O)(=O)C1 (configuration not stated)	1.2%	-5.0%	1.2	-0.2	-13.4%	5.0%	-7.3%	10.5%	-10.1
CCc1ccc(-n2c(=O)c3sc4ccccc4c3n(Cc3cccc(F)c3)c2=O)cc1	·	·	0.7	·	-3.4%	-2.1%	·	4.6%	·
CC1CCCC(NC(=O)CCCn2c(=S)[nH]c3ccccc3c2=O)C1C (configuration not stated)	0.7%	-1.5%	-7.2	0.8	-27.2%	7.5%	-7.4%	?	43.8
COC(=O)c1ccc2nc(-c3cccc(Cl)c3)c(Cc3ccccc3OC)n2c1	-25.9%	-28.6%	-6.1	6.9	?	15.7%	·	-1.8%	20.4
CCCNC(=O)CCn1nc(-c2ccccc2)c2ccccc2c1=O	-3.6%	0.0%	3.9&7.4	0.7	-3.8%&-12.6%	16.1%	-6.3%	0.6%&18.1%	-2.5
CC[C@@]1(C(=O)OC)N[C@H](CN(C)C(=O)C2CCCCC2)[C@@H]2C(=O)N(C)C(=O)[C@@H]21	10.5%	0.0%	0.9	26.3	25.0%	2.8%	-8.0%[9.22 µM]	15.7%	31.7
Cc1ccc(NC(=O)COc2ccccc2C(N)=O)cc1S(=O)(=O)N1CCCCCC1	-12.6%	-22.3%	1.1	0.7	?	1.1%	-14.6%	?	-55.0*
COc1ccc2c(c1)oc1c(SCc3nc4ccccc4[nH]3)nc(C)nc12	·	·	·	·	?	3.8%	-0.2%	?	·

A run of entries taken from the entries so far:
SMILES	HT1080NT lethal	HT1080 IDH1KD tx	D3 ag	D3 antag	KB-V1 cytotox	GLP1R ag	SW480 rereplic	KB-3-1 cytotox	IL1B secr inh
CCc1ccc(-n2c(=O)c3sc4ccccc4c3n(Cc3cccc(F)c3)c2=O)cc1	·	·	0.7	·	-3.4%	-2.1%	·	4.6%	·
CC1CCCC(NC(=O)CCCn2c(=S)[nH]c3ccccc3c2=O)C1C (configuration not stated)	0.7%	-1.5%	-7.2	0.8	-27.2%	7.5%	-7.4%	?	43.8
COC(=O)c1ccc2nc(-c3cccc(Cl)c3)c(Cc3ccccc3OC)n2c1	-25.9%	-28.6%	-6.1	6.9	?	15.7%	·	-1.8%	20.4
CCCNC(=O)CCn1nc(-c2ccccc2)c2ccccc2c1=O	-3.6%	0.0%	3.9&7.4	0.7	-3.8%&-12.6%	16.1%	-6.3%	0.6%&18.1%	-2.5

(cont.)
SMILES	HT1080NT lethal	HT1080 IDH1KD tx	D3 ag	D3 antag	KB-V1 cytotox	GLP1R ag	SW480 rereplic	KB-3-1 cytotox	IL1B secr inh
Cc1ccc(NCCc2ccc(C)nc2)cc1	14.8%	17.9%	-2.8	-2.9	-2.5%	8.4%	-3.4%[9.22 µM]	20.5%	?
NS(=O)(=O)c1cccc(NC(=O)CSc2nnc(-c3ccccc3)o2)c1	8.7%	2.4%	-3.9	20.7	-19.6%	5.7%	-0.7%	14.1%	3.5
C=CCNC(=O)C1CCN(c2c([N+](=O)[O-])cc(C(F)(F)F)cc2[N+](=O)[O-])CC1	-1.4%	-17.4%	0.9	-8.9	19.8%	-16.7%	-1.7%	-2.4%	-7.7
CC(=O)NNC(=S)Nc1cc(S(=O)(=O)N(C)C)ccc1C	20.4%	17.1%	-3.6	-26.1	12.7%	0.5%	-6.5%	17.6%	9.6
CCCCN1C(=O)c2ccc(C(=O)NCc3ccco3)cc2C1=O	-5.6%	-14.5%	5.4	-14.0	0.6%	-0.9%	1.7%	1.2%	7.6
O=C(c1ccccc1Cl)N(C(=O)c1ccccc1Cl)c1nccc(-c2cccs2)n1	-1.2%	0.2%	0.5	10.9	-15.1%	-20.3%	-6.6%	10.4%	38.4
Cc1nc2ccccn2c1C(=O)OCC#N	-1.7%	-4.9%	3.7	-9.2	-5.8%	7.4%	-5.7%	-5.4%	-5.8
Cc1ccc(Cl)c(NC(=O)COC(=O)c2nn(C)c(=O)c3ccccc23)c1Cl	3.4%	14.6%	0.5	16.0	?	2.1%	0.6%	7.1%	-11.4
O=C(CCN1C(=O)c2ccccc2C1=O)NCCC1=CCCCC1	-17.1%	-8.2%	-21.1	18.6	3.2%	-11.3%	-16.7%	-11.6%	8.3
O=C(O)[C@H](CSCc1ccccc1)NS(=O)(=O)c1ccc(F)cc1	16.7%	29.1%	1.5	-6.0	-15.6%	-1.6%	-0.5%	10.9%	26.4
CCCn1c(C)nnc1SCC(=O)NC1CCCCC1	3.0%	2.7%	4.8	7.2	-2.0%	6.0%	-12.2%	5.0%	-11.7
O=C(O)C(Nc1nc(C(F)(F)F)nc2ccccc12)c1ccccc1 (configuration not stated)	9.6%	8.8%	2.0	0.9	5.2%	-3.7%	?	15.7%	0.6
CN(C)c1ccc(CNCC2CCCO2)cc1 (configuration not stated)	-2.4%	-0.9%	0.0	15.0	11.7%	-2.7%	?	9.7%	-3.6
CC(=O)Nc1ccc(NC(=O)CSc2ncnc3c2cnn3Cc2ccccc2)cc1	0.0%	-11.1%	-0.7	1.7	0.0%	14.6%	0.4%	?	48.6
O=C(NCCCNC(=O)c1cnccn1)c1cccc(F)c1	10.4%	20.4%	0.8	1.7	-5.8%	8.5%	3.0%	-16.9%	22.5
CCOC(=O)c1c(NC(=O)C2CCCO2)sc2c1CCC2 (configuration not stated)	-0.5%	1.7%	2.4	5.7	-18.5%	16.3%	1.9%	1.4%	-10.1
Cc1cccc2nc(CSc3nc4[nH]ncc4c(=O)n3-c3cccc(Cl)c3)cc(=O)n12	1.0%	2.7%	32.7*	12.8	23.1µM*	13.8%	3.6%&-1.4%	?	1.4
Cc1ccc(S(=O)(=O)NCc2ccccc2)cc1C(=O)N(C)Cc1ccc(F)cc1	18.3%	-2.4%	-4.4	-10.4	-6.9%	7.0%	-0.3%	-0.4%	34.9
CCOC(=O)CS(=O)(=O)c1nc(-c2ccc(F)cc2)cc(C(F)(F)F)n1	6.51µM*	13µM*	-22.8	-63.9*	0.0%	-33.1%[inhibitor]	20.6%	3.26µM*	-119.2*
COc1ccccc1C(=O)NCCC(=O)Nc1ccc(S(=O)(=O)N2CCCC(C)C2)cc1 (configuration not stated)	0.0%[9.24 µM]	1.6%	-5.3	2.6	-29.4%	2.6%	-5.4%	0.9%	?

In the list so far, these have a CF3 group:
SMILES	HT1080NT lethal	HT1080 IDH1KD tx	D3 ag	D3 antag	KB-V1 cytotox	GLP1R ag	SW480 rereplic	KB-3-1 cytotox	IL1B secr inh
Cn1c(=O)c2cc(NC(=O)NCCc3ccccc3)ccc2n1Cc1cccc(C(F)(F)F)c1	?	?	5.0	37.6	0.5%	9.0%	·	-1.5%	-10.4
C=CCNC(=O)C1CCN(c2c([N+](=O)[O-])cc(C(F)(F)F)cc2[N+](=O)[O-])CC1	-1.4%	-17.4%	0.9	-8.9	19.8%	-16.7%	-1.7%	-2.4%	-7.7
O=C(O)C(Nc1nc(C(F)(F)F)nc2ccccc12)c1ccccc1 (configuration not stated)	9.6%	8.8%	2.0	0.9	5.2%	-3.7%	?	15.7%	0.6
CCOC(=O)CS(=O)(=O)c1nc(-c2ccc(F)cc2)cc(C(F)(F)F)n1	6.51µM*	13µM*	-22.8	-63.9*	0.0%	-33.1%[inhibitor]	20.6%	3.26µM*	-119.2*
